12-LOX inh: Primary qHTS assay for inhibitors of human arachidonate 12S-lipoxygenase (ALOX12): Round 2 | Polyunsaturated fatty acid lipoxygenase ALOX12 (Homo sapiens), P18054 | purified 12hLO, xylenol orange hydroperoxide absorbance | Potency, µM (series often up to 108 µM), inactives show top-dose activity change, negative = inhibition, most hits filed as inhibitors | hit rate 1.1% among 580,000 | AID 1671190, 2021; active = well fitted inhibition curve with a large enough effect; inconclusive = small, poorly fitted or top-dose-only effect, or another doubt; inactive = no such curve, though single readings can be large or run the other way
Target sequence (P18054 whole entry, looked up): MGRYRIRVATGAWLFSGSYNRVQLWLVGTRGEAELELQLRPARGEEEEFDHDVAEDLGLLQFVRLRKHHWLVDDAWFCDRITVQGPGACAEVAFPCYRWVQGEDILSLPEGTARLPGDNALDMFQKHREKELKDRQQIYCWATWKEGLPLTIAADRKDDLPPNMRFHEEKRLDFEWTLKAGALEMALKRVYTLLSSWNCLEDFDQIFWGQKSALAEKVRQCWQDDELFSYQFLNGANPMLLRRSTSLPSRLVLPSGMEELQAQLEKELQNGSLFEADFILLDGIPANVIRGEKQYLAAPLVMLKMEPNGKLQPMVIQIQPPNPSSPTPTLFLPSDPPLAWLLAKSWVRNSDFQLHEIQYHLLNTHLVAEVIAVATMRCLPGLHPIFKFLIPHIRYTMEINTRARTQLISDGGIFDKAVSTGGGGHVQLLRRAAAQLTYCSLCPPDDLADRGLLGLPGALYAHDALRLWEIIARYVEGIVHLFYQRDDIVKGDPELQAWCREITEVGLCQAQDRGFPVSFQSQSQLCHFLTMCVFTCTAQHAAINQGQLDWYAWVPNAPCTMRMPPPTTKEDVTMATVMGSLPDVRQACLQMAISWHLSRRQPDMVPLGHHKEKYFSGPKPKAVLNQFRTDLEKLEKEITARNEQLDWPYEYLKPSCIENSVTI
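Purified human 12hLO (150 nM final) in 25 mM Hepes, 0.01% Triton X-100, pH 7.0 was preincubated 15 min at room temperature with compound. Then 40 uM arachidonic acid was added, 30 min. Hydroperoxide was read by Fe-XO absorbance ratio 573/405 nm.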
Numbers without * were called inactive; ? = inconclusive; [ ] = remark or other dose. % is scaled to controls: 0 for no effect and ±100 for the full control effect; potency is read from the fitted curve at half-maximal effect.

SMILES	12-LOX inh
COc1cccc(C(=O)N2CCCC(c3nn(-c4ccc(F)cc4)c(=O)[nH]3)C2)c1 (centres undefined)	3%
O=C(Nc1ccc(F)cc1)C1CN(S(=O)(=O)c2cccnc2)CC12CCCCC2 (centres undefined)	5%
COCCC(=O)N1CCCN(S(C)(=O)=O)C(c2ccccc2)CC(=O)NCC1 (centres undefined)	41%[activator]
COc1ccc(CNC(=O)C[C@@H]2CCNC[C@@H]2Cc2cc(COc3ccccc3)on2)cc1	-7%
COCCN1CCOC[C@H]2CCN(C(=O)c3cnccn3)C[C@H]21	47%[activator]
COc1ccc(CCC(=O)NCc2cc3n(n2)CCN(C(=O)N(C)C)C3)cc1	-8%
O=C(c1ccc(F)cc1)N1CCN(C(=O)c2nnn3c2COC(c2ccc(Cl)cc2)C3)CC1 (centres undefined)	8%
CC(C)c1noc(-c2cccn3c(CNC(=O)c4ccco4)nnc23)n1	56%[activator]
O=Cc1c2c(cc3ccc(Cl)cc13)CCC2	-13%
COc1cc(=O)n2c(c1C(=O)NCc1ccco1)CCN(C(=O)c1ccc(C)c(C)c1)CC2	9%
O=C1[C@H]2CN(Cc3ccc(C(F)(F)F)cc3)C[C@H]2C(=O)N1Cc1ccc2c(c1)OCO2	-14%
O=[S+]1([O-])NC2(CCCN(Cc3cccc4ccccc34)C2)CNc2ccccc21 (centres undefined)	-16%
CCN1CCN(C(=O)CC2CCCN(c3cnn(CC)c(=O)c3)C2)CC1 (centres undefined)	28%
COC[C@@H]1[C@H](NC(=O)CN2CCN(c3cccc(C)c3)CC2)[C@@H]2CCO[C@H]12	77%[activator]
CN(C)[C@@H]1[C@@H](NC(=O)Cn2cnc3ccsc3c2=O)[C@H]2CCO[C@H]21	8%
COc1ccc(-c2noc(-c3cccn3CC(=O)Nc3cccc(C)c3)n2)cc1F	28%
FC(F)(F)Oc1ccc(CN2CCOC[C@H](Oc3cccnc3)C2)cc1	-11%[176 µM]
C[C@@H]1OC(C2CCCCC2)N(C)[C@H]2C[C@H]3c4[nH]c5c(-c6ccccc6)cccc5c4CCN3C(=O)[C@@H]12 (some centres undefined)	1%
CCc1ccccc1CN1CCCC12Cc1ccccc1CNC2=O (centres undefined)	9%[6.33 µM]
Cc1ccc([C@H]2CN(C(=O)Cn3nc(C)c4ccccc4c3=O)C[C@@H]2N)o1	5%
CC1=C[C@@H](CNC(=O)c2ccncc2)[C@H](C(C)C)C[C@H]1CC(=O)N1CCOCC1	47%[activator][176 µM]
Cn1cc(CN2C[C@@H](CO)[C@H](C(=O)NC3CC3)C2)cn1	31%[activator]
CCOc1ccccc1NC(=O)Cn1cccc1-c1nc(-c2ccc(F)cc2)no1	?
COC(=O)C1=C(C)N(Cc2cccc(F)c2)C(=O)CC1c1ccccc1Cl (centres undefined)	7%
COc1cccc(-c2ccc(CN3CC4CCC(C3)N4c3ccc(C(F)(F)F)cc3)cc2)c1	15%

Part of the list above in order of heavy-atom count, lowest first:
SMILES	12-LOX inh
CC(C)c1noc(-c2cccn3c(CNC(=O)c4ccco4)nnc23)n1	56%[activator]
COCCC(=O)N1CCCN(S(C)(=O)=O)C(c2ccccc2)CC(=O)NCC1 (centres undefined)	41%[activator]
O=C1[C@H]2CN(Cc3ccc(C(F)(F)F)cc3)C[C@H]2C(=O)N1Cc1ccc2c(c1)OCO2	-14%

Other entries follow:
SMILES	12-LOX inh
O=C(Cc1ccccc1F)NC1CCN(c2cc(-c3cccs3)[nH]n2)C1 (centres undefined)	80%[activator]
COCCNC(=O)[C@@H]1C[C@H](Oc2ccccc2)CN1C(=O)c1ccc2ccccc2n1	45%[activator]
O=C(Nc1cc(C(=O)N2CCN(CCO)CC2)c2c(c1)ncn2C1CCCC1)c1ccccc1	10%
COc1cccc(CCC(=O)N2CCCC(CO)(CC3CC3)C2)c1 (centres undefined)	31%[activator]
CCCN1CCN(C(=O)[C@H]2CCC[C@H]2NC(=O)c2ccc(OC)nc2)CC1	47%
Cc1cnc(C2CC2)n1CCNC(=O)NC1CCCCC1	11%
CN(C(=O)CN1C(=O)NC2(CCCCC2)C1=O)c1ccccc1	12%
CNC(=O)[C@@H]1C[C@@H](O)CN1C1CCN(C(=O)COc2ccccc2)CC1	15%
Cc1cc(C2CC(C(=O)NCCc3ccccc3)CN(C(=O)C3CC3)C2)ccc1F (centres undefined)	-17%
Cc1cnc(CNC(=O)c2cc(CN3CCC(Cc4ccccc4)CC3)on2)cn1	10%
Cc1cccc(NC(=O)N2CCCC(Cn3c(C)nc4cccnc43)C2)c1 (centres undefined)	-3%
Cc1cc(NC(=O)Cn2ccn3nc(-c4ccc(F)cc4)c(CO)c3c2=O)n[nH]1	62%[activator]
O=C1Nc2ccccc2CC12CCCN(C1COC1)C2 (centres undefined)	2%[12.5 µM]
CN1CC(=O)N(c2ccccc2)Cc2c(NC3CCC3)ncnc21	29%[176 µM]
CC1(C)N=C(c2ccccc2)C(=O)N1CC(=O)NC1CCc2ccccc21 (centres undefined)	23%
COc1ccc(C(=O)N2C[C@@H]3C[C@H](C2)c2c(/C=C/c4ccc(Cl)cc4)ccc(=O)n2C3)cc1	-3%
CC(C)C[C@@H]1N[C@H](C(=O)NCCN(C)C)Cc2cn(CC3CC3)c3cccc1c23	49%[activator][176 µM]
O=C(Nc1cccnc1)O[C@H]1COCCN(c2nc3ccccc3s2)C1	30%[activator][176 µM]
COC(=O)c1ccc2nc(CO[C@H]3CN(C(C)C)C[C@H]3F)[nH]c2c1	38%[activator][176 µM]
CCOc1ncccc1CNC(=O)c1cc(S(N)(=O)=O)ccc1F	19%
CC1CCN(c2ccc(CNC(=O)CC3=C4CCCCC4N(C)C3=O)cc2)CC1 (centres undefined)	5%
COc1ccc(-c2noc([C@H](C)O)c2C(=O)NC(C)(C)C)cc1	8%[176 µM]
COCC(=O)N1CCc2nc(C)nc(NCc3cc(C)nn3C)c2CC1	38%[activator]
CCc1ccc(NC(=O)Cn2nc3c(cc2=O)CCCCC3)cc1	2%
O=C(c1cnc2c(c1)CCCC2)N1C[C@H](CO)C[C@H](CN2CCOCC2)C1	30%

Shown with each value named: entries from further up
COCC(=O)N1CCc2nc(C)nc(NCc3cc(C)nn3C)c2CC1
  12-LOX inh: 38%[activator]
COCCNC(=O)[C@@H]1C[C@H](Oc2ccccc2)CN1C(=O)c1ccc2ccccc2n1
  12-LOX inh: 45%[activator]

Already shown: five of the compounds above.
SMILES	12-LOX inh
CC1CCN(c2ccc(CNC(=O)CC3=C4CCCCC4N(C)C3=O)cc2)CC1 (centres undefined)	5%
COc1ccc(-c2noc([C@H](C)O)c2C(=O)NC(C)(C)C)cc1	8%[176 µM]
COCC(=O)N1CCc2nc(C)nc(NCc3cc(C)nn3C)c2CC1	38%[activator]
CCc1ccc(NC(=O)Cn2nc3c(cc2=O)CCCCC3)cc1	2%
O=C(c1cnc2c(c1)CCCC2)N1C[C@H](CO)C[C@H](CN2CCOCC2)C1	30%

Later entries:
SMILES	12-LOX inh
CC(=O)N1CCN(Cc2snnc2C(C)C)CC(O)C1 (centres undefined)	15%
COCC(=O)NC1(Cc2cc(-c3ccc(OC)cc3)on2)COC1	58%[activator][176 µM]
O=C(NCCc1ccccc1)c1csc(C(O)Cc2ccc(F)cc2)n1 (centres undefined)	-12%
CN1C(=O)CO[C@H](c2ccc(NC(=O)Nc3ccc(F)cc3)cc2)[C@H]1CO	0%[176 µM]
Cc1nc(C)c(C(=O)N2CCC3(CC2)CC(N(Cc2ccccc2)C2CC2)CCO3)s1 (centres undefined)	11%
Cc1ccc2c(c1)N1C(=O)OC[C@@H]1CCN(C(=O)C1CC1)C2	3%[176 µM]
COC(=O)C1CCN(Cc2ccc3c(c2)CN(C(=O)c2cc(C)on2)CCO3)CC1	11%
COCCN1C(=O)CC[C@]2(C(=O)Nc3ccccn3)CCCC[C@@H]12	9%
COCc1noc(CCNc2nc(C)nc3c2cnn3C)n1	2%
COc1ccc(-c2ncc(CN3CCOC(c4cccnc4)C3)cn2)cc1 (centres undefined)	18%
COCCCN(CCC(=O)NCc1ccc(F)cc1)C(=O)c1cc(C)oc1C	65%[activator]
C#CCN[C@@H]1C[C@@H]2c3[nH]c4ccccc4c3C[C@@H](C(=O)OC)N2[C@H](c2ccc(F)cc2)C1	?
CC(=O)N1CCN(c2nc3c(s2)CC(C(=O)Nc2cccc(C(C)(C)C)c2)CC3)CC1 (centres undefined)	-1%
CN1CC2(CCCN(CC3CC3)C2)c2cc(C(=O)NCCOc3ccccc3)ccc21 (centres undefined)	?
O=C(NC1CCOCC1)c1ccc2c(c1)OCCN(c1cccc(OC(F)(F)F)c1)C2	-4%[176 µM]
COc1ccc(C(=O)Nc2nc3c(s2)C[C@@H]2[C@](C)(CO)[C@H](O)CC[C@@]2(C)[C@@H]3CC(=O)NCCNC(C)=O)cc1	-13%
O=S(=O)(NCC1CNCCOC1)c1ccc(F)c(F)c1F (centres undefined)	1%
CCN(CC)Cc1cnc2c(C(=O)N3CC[C@H]4CNC[C@H]43)cnn2c1	38%
COc1ccc(C(=O)N[C@@H]2CCC[C@@H]2C(=O)NCCN(C)C)cc1	18%
COc1cc(NC(=O)c2ccc(N3CC4CC(C3)[C@H]3CCCC(=O)N3C4)nc2)cc(OC)c1 (some centres undefined)	35%[activator]
Cc1nc(-c2c3n(c(=O)n(CC(=O)Nc4cccc(F)c4)c2=O)CCCCC3)no1	3%
Cc1cnc(CC2CCN(C(=O)C3CC3)C2)n1CC1CC1 (centres undefined)	7%
CS(=O)(=O)N1C[C@H]2CCN(Cc3cc(Cl)ccc3F)C[C@H]21	24%
OC1(CN2CCN(c3ccc(F)c(Cl)c3)CC2)CCCNC1 (centres undefined)	-2%
Cc1nc(CCC(=O)N2CCC(Cc3ccc(C(=O)O)cc3)C2)n[nH]1 (centres undefined)	4%
SMILES	12-LOX inh
CS(=O)(=O)N(Cc1cccnc1)C1CN(C(=O)NCc2ccccc2)C1	22%
CC(C)NC(=O)N(C1CCOCC1)C1CNC1	35%
COCC(=O)N1CC(C(=O)NCCc2ccc(OC)cc2)CC(c2ccc(F)c(C)c2)C1 (centres undefined)	1%
COCCNC(=O)C1COC2(CCN(C(=O)c3ccc(F)cc3)CC2)N1C(=O)c1cccc(OC)c1 (centres undefined)	9%
O=C(C1CCCC1)N1CCCC(n2cc(-c3nc(-c4ccccc4)no3)nn2)C1 (centres undefined)	-16%
c1ccc(-c2ccc3ncc(Nc4cccnc4)n3n2)cc1	58%[activator][176 µM]
NCc1cn[nH]c1-c1ccccc1	24%
CNC(=O)CCn1ncc2cc(OC3CCc4cccc(-c5ccc(F)cc5)c43)ccc21 (centres undefined)	-17%[176 µM]
CCCCN1C(=O)[C@@H]2C[C@@H](O)CN2C2(CN(Cc3cnc[nH]3)C2)C1=O	107%[activator][176 µM]
O=C(N[C@@H](Cc1ccccc1)c1nc2ccccc2[nH]1)c1ccc([N+](=O)[O-])cc1	9%
Cc1nn(-c2ccccc2)c(Oc2ccccc2F)c1CCC(=O)NC1CC1	1%
CCn1c(C)cc(C)c(C(=O)NCC2CCOc3ccccc3C2)c1=O (centres undefined)	23%
COc1ccc(CN2CCOc3ccc(C(O)c4cccnc4)cc3C2)c(OC)c1OC (centres undefined)	10%
O=C(Nc1cccnc1)c1ccc(CSc2ccc(Cl)cc2)o1	-16%
COCc1noc([C@@H]2CN(Cc3ccc(F)c(OC)c3)C[C@H]2C(N)=O)n1	51%[activator]
Cn1cc(-c2cnc3[nH]cc(CC(=O)NCc4cccc(F)c4)c3c2)cn1	?
O=C(CCC1CCN(S(=O)(=O)c2ccccc2)CC1)NCCc1ccccc1	18%
COc1ccc(-c2ccc3ncc(Nc4ccc(CN5CCN(C)CC5)cc4)n3n2)cn1	12%[176 µM]
C[C@@H](NC(=O)c1cccnc1)c1onc(-c2ccc(Cl)cc2)c1C(=O)O	4%[176 µM]
COCC1CN(C(C)=O)CC12CCN(S(=O)(=O)c1ccc(OC)cc1)CC2 (centres undefined)	55%[activator]
CN1[C@@H](CCC(=O)N2CCCC2)CNC(=O)[C@@H]2[C@H]1CCN2Cc1ccccc1	12%[176 µM]
COc1cc(NC(=O)Cn2c(Nc3cc(C)cc(C)c3)nc(C)cc2=O)cc(OC)c1OC	-26%
COc1cccc(-c2cc3c(=O)n(CCNC(=O)C4CCCCC4)ccn3n2)c1	27%
CCN1c2cc(C(=O)NCc3ccc(F)c(Cl)c3)ccc2C(=O)N2CCCCCC21 (centres undefined)	?
O=C1NC(=NC2CCCCC2)C2(CCCN(Cc3ccsc3)C2)N1c1cc(F)cc(F)c1 (centres undefined)	5%[6.33 µM]
SMILES	12-LOX inh
O=C(Cc1cccc(Cl)c1)N1CCc2nc(-c3ccc(Cl)cc3)nc(-c3ccccc3)c2C1	?
CC(=O)NC1CCN(C(=O)c2coc(COc3cccc(C(F)(F)F)c3)n2)C1 (centres undefined)	-4%
Cn1cccc1CN1CCCC(COc2ccccc2C(=O)N2CCCCC2)C1 (centres undefined)	?
COc1ccc(CCC(=O)N2CCC[C@H]2c2nc(-c3ccccc3Cl)no2)cc1	11%
CCC1=C(C(=O)OC)C(c2cccc(F)c2)N2C(CC(=O)NCc3ccco3)=CSC2=N1 (centres undefined)	-23%
Cc1ccc(NC(=O)C2(C)CCCCC(=O)N2)cc1 (centres undefined)	14%
CCc1nn(-c2ccccc2)c(Oc2ccc(C)cc2)c1CCC(=O)N1CCSCC1	?
CC1(C(=O)NCCc2ccccn2)CCc2cnc(NCc3ccccc3)nc21 (centres undefined)	-2%[176 µM]
Cc1nnc2n1CCC(N(C)C(=O)NC1CCCCC1)CC2 (centres undefined)	49%[activator]
O=C(CCc1c[nH]c2ccccc12)Nc1ccc(Oc2cccnc2)cc1	-6%

Assay outcomes as filed in PubChem.

The list is partial; the hit share may differ from the screen's.
